# aDG glyco act = increases alpha dystroglycan glycosylation; AID 624168; activation, % at 10 µM; Pro5-aDG cells, alpha-DG glycosylation AlphaScreen (IIH6); 0% Pro5, 100% B10-LARGE cell signal; hit rate 0.22% among 360,000;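 active means activation of at least 8% versus controls, or a plate z-score of at least 8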;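 further: Pro5 are CHO cells carrying HIG-tagged alpha-DG that lacks glycosylation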
# Peg3 promoter = reduces Peg3 promoter-driven luciferase expression in HeLa | AID 588405 | hit rate 1.7% among 360,000 | inhibition, % at 20 µM | HeLa PEG-Prom luciferase reporter, luminescence, overnight;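 active means inhibition of at least 50% at 20 µM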
# KKLEB tox = reduces viability of KKLEB cystic fibrosis airway cells | activity change (cytotoxicity), % at 5 µM | hit rate 0.36% among 360,000 | KKLEB CF airway cells viability, ATPlite luminescence, overnight; stronger effect = lower value; cells stimulated with P. aeruginosa culture filtrate;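 active means corrected activity change at or below -50% at 5 µM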
# hiPSC survival = increases survival of single human iPS cells. hiPSC single-cell survival, ATPlite luminescence; 100% = ROCK inhibitor wells, 0% = DMSO. hit rate 0.044% among 360,000. survival enhancement, % at 20 µM; in the data active means survival enhancement above about 18%;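 further: cells exposed to compounds for 16 hours before the ATP read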
# CF NFkB block = blocks PAF-induced NF-kB reporter in cystic fibrosis cells; KKLEB NF-kB-GFP reporter, GFP fluorescence overnight; inhibition, % at 5 µM; hit rate 0.86% among 360,000; AID 588850;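 active means at least 50% inhibition at 5 µM, scaled per plate between neutral and stimulator controls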;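 further: PAF is a Pseudomonas aeruginosa culture filtrate used as stimulus; plate controls were PAF-stimulated DMSO wells for no effect and unstimulated DMSO wells for full effect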
# Shn3 3UTR inh = Schnurri-3 reporter inhibition in Clone20 osteoblasts | Clone20 osteoblast Shn3 3'UTR firefly luciferase, 24 h | AID 588674 | inhibition, % at 12.5 µM | hit rate 0.52% among 360,000;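 active means mean inhibition of at least 75% with every replicate also reaching 75%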;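 further: 0% = median of neutral control wells and 100% = pilot-screen positive control compound; some compounds past the cut are filed as inactive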
# NR2E3 ag-1 = agonists of human NR2E3 nuclear receptor; Q9Y5X4; CHO-S Gal4-NCOR/VP16-NR2E3 two-hybrid, luciferase; inhibition of corepressor binding, % at 3.98 µM; hit rate 0.35% among 360,000; AID 602229;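 active means inhibition above the mean of all tested compounds plus 3 SD, cut at about 70% in these data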;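 further: 0% = DMSO with NR2E3 transfected cells and 100% = cells lacking NR2E3 construct; higher means lower luciferase signal from less NR2E3 corepressor binding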
# Target sequence (Q9Y5X4 whole entry, looked up, the tested form may be a part): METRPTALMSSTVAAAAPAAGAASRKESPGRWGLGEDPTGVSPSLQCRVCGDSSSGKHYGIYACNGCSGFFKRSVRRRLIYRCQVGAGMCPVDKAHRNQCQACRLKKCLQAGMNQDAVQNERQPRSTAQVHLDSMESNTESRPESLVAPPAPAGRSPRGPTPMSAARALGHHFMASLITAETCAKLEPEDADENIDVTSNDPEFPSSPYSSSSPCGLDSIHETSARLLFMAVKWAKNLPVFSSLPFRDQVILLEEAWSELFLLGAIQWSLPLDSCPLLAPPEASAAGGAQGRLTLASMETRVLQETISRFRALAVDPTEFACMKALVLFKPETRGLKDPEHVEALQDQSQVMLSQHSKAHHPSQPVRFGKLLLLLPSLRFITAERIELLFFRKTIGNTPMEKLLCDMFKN
# MITF TRPM1 inh = reduces MITF-dependent TRPM1 promoter luciferase signal; AID 488899; hit rate 0.83% among 330,000; inhibition, % at 12.5 µM; SK-MEL-5 TRPM1 promoter luciferase, 24 h;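 active means mean inhibition across replicates of 60% or more, whatever share of single replicates reaches that level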; further: values of inactives mirror those of a sister screen read the other way
# HIF-2a block = inhibitors of HIF-2a. 786-0 RCC cells HIF-2a reporter, luciferase luminescence, overnight. inhibition, % at 18.8 µM. hit rate 0.72% among 360,000;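 active means inhibition of the luminescence signal of 40% or more relative to plate controls, in a single-dose primary screen at 18.75 µM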
# TWEAK-Fn14 inh = TWEAK-Fn14 signaling inhibition; TWEAK-stimulated Fn14 reporter cells, luciferase luminescence, 8 h; inhibition, % at 10 µM; hit rate 2% among 360,000; in the data active means inhibition above about 50%
# NR2E3 ag-2 = NR2E3 (human) agonism. hit rate 0.12% among 320,000. Q9Y5X4. inhibition of corepressor binding, % at 4.78 µM. GST-NR2E3/biotin-RetCOR TR-FRET, 1536-well. AID 2300;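 active means percent inhibition above the cutoff of mean plus 3 SD of all tested compounds, set per screening campaign, cut at about 20% in these data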;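 further: 0% = DMSO wells and 100% = biotin wells as full block of FRET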
#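 Material: NR2E3–RetCOR corepressor complex / Incubation: Compound–protein incubation for 5 h at 4 °C / Dosing: compound at 4.8 µM, single dose / Detection: time-resolved FRET / Benchmarks: high control biotin, low control 0.6% DMSO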
# Active calls of the source: *; . = no result given.
# Start of the data: the first 2 entries (preview)
SMILES,aDG glyco act,Peg3 promoter,KKLEB tox,hiPSC survival,CF NFkB block,Shn3 3UTR inh,NR2E3 ag-1,MITF TRPM1 inh,HIF-2a block,TWEAK-Fn14 inh,NR2E3 ag-2
CCOc1ccc(S(=O)(=O)Nc2cccc(C(=O)N(C)CC(=O)Nc3ccc(OC)cc3)c2)cc1,-0.4,13.3,18.1,-1.6,-6.3,-1.3,-2.4,3.9,11.6,1.9,.
CCN(CC)P(=O)(Nc1ccc(C)cc1Br)c1ccc(N(C)C)cc1NC(=O)c1ccco1 (centres undefined),-0.4,26.3,-10.8,-1.1,-5.9,21.5,-6.9,21.9,6.2,18.9,2.3

# All compounds of this part, repeating the preview:
SMILES,aDG glyco act,Peg3 promoter,KKLEB tox,hiPSC survival,CF NFkB block,Shn3 3UTR inh,NR2E3 ag-1,MITF TRPM1 inh,HIF-2a block,TWEAK-Fn14 inh,NR2E3 ag-2
CCOc1ccc(S(=O)(=O)Nc2cccc(C(=O)N(C)CC(=O)Nc3ccc(OC)cc3)c2)cc1,-0.4,13.3,18.1,-1.6,-6.3,-1.3,-2.4,3.9,11.6,1.9,.
CCN(CC)P(=O)(Nc1ccc(C)cc1Br)c1ccc(N(C)C)cc1NC(=O)c1ccco1 (centres undefined),-0.4,26.3,-10.8,-1.1,-5.9,21.5,-6.9,21.9,6.2,18.9,2.3
O=C(COC(=O)c1cc[n+]([O-])cc1)Nc1ccc(Cl)c(C(F)(F)F)c1,1.0,1.2,5.4,-0.1,-6.3,3.9,-8.1,2.1,-6.4,-7.3,.
CC(=O)c1cccc(NC(=O)CSc2n[nH]c(-c3ccncc3)n2)c1,0.1,7.7,-0.1,-1.1,16.8,9.0,-36.4,2.3,10.1,0.8,-3.1
Cc1cc(C(=O)N(CCC#N)Cc2cccs2)no1,-0.1,-2.0,5.7,0.0,-3.4,2.6,-3.8,-1.1,11.1,-10.4,-4.2
CNC(=O)C[C@H]1C(=O)N(c2ccccc2)C[C@@H]1C,-0.2,10.9,14.4,0.7,-16.5,-8.9,-30.5,.,14.4,3.0,.
OCCC1CN(C2CCN(c3ccccc3)CC2)CCN1Cc1ccc(F)c(F)c1 (centres undefined),-0.2,-5.4,-4.0,-0.1,-10.6,-17.2,-19.9,4.7,2.7,8.1,6.0
Cn1nnnc1SCc1nnc(-c2ccccc2Br)o1,0.0,-61.3,-5.2,-0.3,7.9,-16.7,-40.1,-18.1,-93.5,5.8,1.7
COc1ccc(NC(=O)CCNS(=O)(=O)c2ccccc2F)cc1S(N)(=O)=O,0.1,10.0,-4.8,0.1,-17.6,-2.6,-16.3,-4.3,18.5,15.5,3.1
COc1cccc(NC(=O)CN(C)S(=O)(=O)c2ccc3[nH]c(=O)oc3c2)c1,-0.2,21.7,-5.9,-0.5,2.8,-1.4,-2.6,-2.3,-4.1,-3.9,1.5
CC(=O)CSc1nnc(Cc2ccc([N+](=O)[O-])cc2)o1,-0.1,1.6,-5.1,0.8,3.4,3.4,-16.9,-6.9,-6.2,-12.0,0.6
Cn1c(/C=C/c2cccc([N+](=O)[O-])c2)nc2ccccc2c1=O,0.0,-5.0,-17.1,-0.2,11.1,-9.4,-3.3,-11.9,-3.1,-13.0,-0.7
COC(=O)CSc1nnc(CNC(=O)c2ccc(OC)cc2OC)n1C,-0.1,-7.8,-0.6,-1.8,-7.1,12.6,10.5,7.4,18.8,8.9,6.9
CCC1=[N+](CC(=O)c2ccc(C)cc2)CCn2c(C)ccc21,-0.2,-160.3,2.1,-3.0,2.5,-23.2,9.5,-3.5,-155.9,-2.8,0.3
CCN(C(=O)CCN1C(=O)/C(=C/c2ccccc2)SC1=S)C1CCS(=O)(=O)C1 (centres undefined),0.3,30.5,4.1,-0.1,8.1,-29.2,-0.8,13.9,16.0,34.6,-1.1
O=C(NCCC(=O)N(CCc1ccccc1)Cc1ccccc1)c1ccc(Br)cc1,0.2,5.7,-9.7,-0.4,10.7,15.8,1.9,-13.2,-2.9,10.7,3.5
Cc1ccc(CNc2ncnc3c2cnn3-c2ccccc2)cc1,0.2,11.4,-3.1,-2.0,-10.4,-23.0,1.5,-17.8,-56.7,2.4,-0.9
O=C(c1cc(-c2ccccc2)nn1-c1ccccc1)N1CCN(S(=O)(=O)c2c(F)cccc2F)CC1,-0.2,34.3,16.1,-0.1,-6.2,19.1,11.4,14.2,18.6,24.0,2.3
CC(C)Cn1c2c(c(O)c(C(=O)Nc3ccc(F)cc3)c1=O)CCCC2,0.0,-5.9,15.8,9.4,7.0,9.2,-4.9,7.0,0.6,-10.8,2.4
Cc1ccc(OCC(O)Cn2nc(C)cc2C)cc1 (centres undefined),0.1,-0.4,-9.5,-0.6,16.9,0.9,15.5,-0.4,-11.0,-1.9,-2.2
CCCc1ccc(OCCNC(=O)C2CCCCC2)cc1,0.1,-6.6,-6.6,-0.2,-6.1,3.2,-20.0,-3.6,0.9,-6.6,1.9
CCc1ccc(NC(=O)c2cc(-c3ccco3)on2)cc1,-0.1,-276.6,-1.7,0.2,0.1,-81.8,-134.8,-98.7,-283.6,-18.0,2.2
O=C(CNc1cccc([N+](=O)[O-])c1)N1CCN(S(=O)(=O)c2ccc(Cl)cc2)CC1,0.0,22.2,-10.2,-0.6,-3.9,25.4,-12.0,6.6,20.2,6.6,.
Cc1cc(C)nc(SCCCNCc2ccccc2)n1,-0.1,-2.9,-7.9,-0.2,9.6,-3.6,-5.1,-1.7,13.8,24.5,-1.1
COc1ccc(CCNc2oc(COc3ccccc3Cl)nc2C#N)cc1OC,-0.2,35.2,-16.8,-0.3,9.7,-4.7,-6.7,1.3,-3.1,43.4,0.9
Cc1nn(Cc2ccccc2Cl)c2sc(C(=O)Nc3nccs3)cc12,0.5,17.8,0.7,-0.8,1.1,17.4,-16.1,0.7,13.0,19.3,5.1
COCc1cc(=O)[nH]c(N2CCN(C(=O)c3ccco3)CC2)n1,-0.1,-23.7,0.2,-0.4,-8.0,6.8,-12.1,-2.3,-10.7,16.8,-1.4
C=CCn1c(SCC(=O)/C(C#N)=C(\C)N)nnc1C1CCCCC1,0.0,9.8,7.1,0.6,5.1,36.4,10.2,5.1,10.2,-2.7,9.9
CCOc1ccc(/C=N/NC(=O)C2CC2)cc1OC,-0.3,12.5,-0.7,0.0,-27.0,4.5,-18.8,-12.4,1.7,6.1,0.4
C=CCn1c(SCCOC)nc2c1c(=O)[nH]c(=O)n2C,0.1,7.8,-2.9,-2.3,1.9,-43.1,2.9,.,9.5,4.9,1.2
C=CCN(C(=O)c1csnn1)C(C(=O)NCc1ccccc1)c1ccccc1F (centres undefined),0.0,10.7,-5.0,0.1,10.6,5.2,-2.2,5.5,8.8,10.0,-3.7
Cc1cc(C)cc(NC(=O)C(c2ccccc2)N2CCN(CC(=O)NC3CC3)CC2)c1 (centres undefined),0.4,6.3,-3.6,-0.3,-35.4,5.8,-16.0,.,-20.1,-8.6,5.0
Brc1ccc(CN2CCSCC2)cc1,0.0,7.2,3.8,13.8,10.6,4.1,-12.3,9.0,-1.8,11.0,-0.4
NS(=O)(=O)c1ccc(NC2(C(=O)O)CCCC2)cc1,-0.1,0.2,9.2,-0.5,2.5,4.3,-13.7,10.1,2.7,38.2,-3.9
N#C/C(=C\c1ccc[nH]1)C(=O)Nc1ccccc1F,0.1,-254.7,13.6,0.1,-21.0,-98.0,-148.2,-16.7,-231.3,-17.5,.
COc1ccc(C2=NS(=O)(=O)N(C)C(C(=O)Nc3ccc4c(c3)OCO4)=C2)cc1,-0.2,-7.2,9.8,-1.2,-35.8,22.0,28.0,-2.2,-30.8,-8.6,1.4
CCN(CC(=O)NCc1cccs1)C(=O)/C=C/c1ccc(F)cc1,-0.2,-5.1,4.9,2.0,-30.8,-18.3,-26.4,.,5.2,14.4,.
Cc1ccc(-n2ccnc2SCC(=O)O)cc1C,0.0,5.5,2.8,0.0,15.4,13.0,3.8,0.6,14.4,17.9,-1.6
CCC(=O)NC(=S)Nc1cccc(Cl)c1N1CCCCC1,0.2,30.4,-21.2,-1.6,36.3,-3.4,9.2,11.2,0.9,39.9,-0.3
CCOC(=O)C1(CC2CCCCO2)CCN(Cc2nc(C(C)C)cs2)CC1 (centres undefined),0.4,18.4,2.3,-0.2,3.5,56.5,16.8,17.9,11.8,-3.3,-1.1
COc1ccc2oc(=O)c(C(=O)N3CCN(c4ccccc4C)CC3)cc2c1,-0.2,-292.0,12.0,0.1,-3.1,-86.2,-51.5,-109.6,-247.7,-25.4,1.4
CCC(CCc1ccccn1)C(=O)c1ccccc1 (centres undefined),0.0,-56.7,-1.9,10.7,-1.8,-19.1,-21.6,-8.9,-98.8,-1.6,.
CC(NC(=O)COC(=O)c1ccc(N2CCCC2=O)cc1)c1ccc(F)cc1 (centres undefined),0.0,-1.2,15.9,-0.2,-1.9,-1.5,-28.6,-9.8,0.2,-6.8,.
Cc1sc2nc(C3CC3)nc(NCCNS(=O)(=O)c3ccccc3)c2c1C,0.1,-8.9,1.3,-2.8,-24.7,-60.1,-5.2,0.6,-0.9,5.1,-1.0
CCCN(CCC)C(=S)NC1CC2C=CC1C2 (centres undefined),0.1,6.9,-19.6,0.1,20.7,9.9,-11.4,1.9,15.8,13.8,-0.4
O=C(c1cccc2ccccc12)N1CCN=C1SCc1ccc([N+](=O)[O-])cc1,-0.1,13.9,-8.4,0.4,11.1,-82.5,5.9,17.4,23.1,13.2,0.7
O=C(NCC(=O)N(CC1CCCO1)C(C(=O)NC1CCCC1)c1cccnc1)c1ccco1 (centres undefined),0.2,-0.8,2.9,0.0,-3.4,1.3,-11.2,1.0,14.7,-15.0,-4.4
CCOc1cc(NC(=O)c2ccccn2)c(OCC)cc1NC(=O)c1ccccc1,-0.2,1.0,-1.6,1.3,8.0,-10.9,-21.7,5.8,-11.3,-7.8,4.1
CN(C)C(CNC(=O)C1CCN(S(=O)(=O)c2cccc(Cl)c2Cl)CC1)c1ccccc1 (centres undefined),0.0,-9.1,-12.0,-0.2,10.2,19.5,-7.4,-7.9,-7.9,4.7,2.5
CCCCC1=CC2=CC(=O)C(C)(OC(=O)CC)C(=O)C2=CN1CC(C)C (centres undefined),-0.1,0.3,-5.1,4.1,26.2,5.4,-19.8,-8.8,11.1,-5.0,-0.1
O=C(/C=C/c1ccccc1)NCCc1ccc2c(c1)OCCO2,0.4,-33.7,-8.9,1.2,-8.5,-2.0,8.5,-10.1,-38.2,2.4,10.9
COc1cccc(C(=O)Nc2ccc(N(C)C)cc2)c1OC,-0.2,-188.6,-1.4,-1.7,3.1,-19.1,-102.8,-78.7,-226.7,10.3,-0.7
Cc1cc(C2=NNC(=NCCc3ccccc3)SC2)c(C)n1CC1CCCO1 (centres undefined),0.4,-145.1,-11.5,2.3,1.7,35.8,-42.5,-44.5,-74.3,10.1,2.3
COc1ccc(Oc2c(C(F)(F)F)oc3cc(OCC(=O)O)ccc3c2=O)cc1,0.1,-5.0,-5.7,0.0,8.4,15.6,-34.8,8.8,15.1,8.6,1.1
COc1ccc(S(=O)(=O)NCc2ccccn2)cc1Cl,-0.4,22.6,4.5,10.6,-8.3,5.5,-1.8,2.2,11.3,-7.6,0.2

# High-throughput results: PubChem BioAssay, several laboratories

# Compounds as they come; 4.4% or so of the library scored in one or more.
